ALDH1A1 block: qHTS Assay for Inhibitors of Aldehyde Dehydrogenase 1 (ALDH1A1); Aldehyde dehydrogenase 1A1 (Homo sapiens), P00352; Purified ALDH1A1, NADH fluorescence, propionaldehyde substrate; Potency, µM (highest dose often 75.3 µM), without a hit: top-dose activity, negative = inhibition, most hits filed as inhibitors; hit rate 7.3% among 220,000; AID 1030, 2008; active = well fitted inhibition curve with a large enough effect, not every such curve was filed as active; inconclusive = small, poorly fitted or top-dose-only effect, or another doubt; inactive = no such curve, though single readings can be large or run the other way;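 also: plate controls were no enzyme wells and a reference inhibitor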
SMN2 splice enh: qHTS Assay for Enhancers of SMN2 Splice Variant Expression | HEK293 SMN2-luciferase splicing reporter, luminescence, 30-36 h | Potency, µM (highest dose often 46.1 µM), for inactives: top-dose activity change, positive = activation, actives largely listed as activators | hit rate 2.8% among 210,000 | AID 1458, 2008; also: % of control where 0% means no effect; nearly all actives have a fitted effect of over 55% in size
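HEK293 cells carry an SMN2 minigene-luciferase reporter in which exon 7 inclusion puts luciferase in frame. Cells were seeded at 2000 cells/well, attached for 10-12 hours, then exposed to compounds for 30-36 hours at 37C before ONE-Glo luminescence.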
TRb SRC2 PPI: qHTS for Inhibitors of the Interaction of Thyroid Hormone Receptor and Steroid Receptor Coregulator 2 | TRbeta-SRC2 peptide binding, fluorescence polarization; receptor liganded with 1 µM T3 | Potency, µM (highest dose often 106 µM), inactives show top-dose activity change, negative = inhibition, usual class: inhibitors | hit rate 0.065% among 280,000 | AID 1469, 2008;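 also: plate controls were bound peptide for no effect and peptide without receptor for full effect; nearly all actives have a fitted effect of over 50% in size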
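Each compound concentration gave % activity, normalized to unbound and bound Texas Red SRC2 controls, from polarization read after 5 hr ambient incubation with T3-loaded human TRb LBD.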
TR SRC2 fluor cs: Total Fluorescence Counterscreen for Inhibitors of the Interaction of Thyroid Hormone Receptor and Steroid Receptor Coregulator 2; TRb/SRC2 Texas Red total fluorescence interference; Potency, µM (series often up to 106 µM), for inactives: at the top dose fluorescence change, negative = quenching; hit rate 0.29% among 280,000; AID 1479, 2009; active = well fitted curve in either direction with a large enough effect; inconclusive = small, poorly fitted or top-dose-only effect; also: % is scaled to controls: 0 for no effect and ±100 for the full control effect
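Flags fluorescent or light-absorbing compounds by total fluorescence, S + 2P, at 555 nm excitation and 632 nm emission. Mixture: 20 nM Texas Red SRC2 peptide, 0.6 uM human TRb LBD, 1 uM T3, 5% DMSO; compound exposure 5 h at ambient temperature.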
KDM4E inh: qHTS Assay for Inhibitors of Human Jumonji Domain Containing 2E (JMJD2E). Lysine-specific demethylase 4E (Homo sapiens), B2RXH2. JMJD2E catalytic domain, FDH-coupled NADH fluorescence (FDH is formaldehyde dehydrogenase). Potency, µM (top dose mostly 57.1 µM), without a hit: at the highest dose activity change, negative = inhibition, usual class: inhibitors. hit rate 1.6% among 230,000; active = well fitted inhibition curve with a large enough effect, not every such curve was filed as active; inconclusive = small, poorly fitted or top-dose-only effect, or another doubt; inactive = no such curve, though single readings can be large or run the other way;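 also: 0% = wells with enzyme and -100% = buffer wells without enzyme; nearly all actives have a fitted effect of over 50% in size; many of its hits are not listed in these tables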
Target sequence (B2RXH2 1-337 limits assumed): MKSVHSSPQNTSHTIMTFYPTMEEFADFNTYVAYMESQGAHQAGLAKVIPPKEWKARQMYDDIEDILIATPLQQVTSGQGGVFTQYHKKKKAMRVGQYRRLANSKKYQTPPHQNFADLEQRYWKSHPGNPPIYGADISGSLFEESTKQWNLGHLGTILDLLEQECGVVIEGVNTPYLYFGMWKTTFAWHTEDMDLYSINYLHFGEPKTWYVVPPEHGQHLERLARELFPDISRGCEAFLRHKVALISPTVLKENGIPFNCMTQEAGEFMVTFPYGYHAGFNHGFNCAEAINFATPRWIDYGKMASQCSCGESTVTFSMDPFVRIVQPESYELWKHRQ
RECQ1 helicase: qHTS Assay for Inhibitors of RecQ-Like Dna Helicase 1 (RECQ1); RECQ1 DNA unwinding, red fluorescence kinetic read; Potency, µM (series often up to 57.3 µM), for inactives: at the top dose activity, negative = inhibition, actives largely listed as inhibitors; hit rate 0.54% among 240,000; AID 2549, 2010;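 also: plate controls were vehicle for no effect and no enzyme for full effect; nearly all actives have a fitted effect of over 30% in size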
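50 nM RECQ1T1 preincubated 15 min with compound in Tris pH 8.0 buffer with MgCl2, DTT, Tween-20 and 2.5 ug/ml poly(dI-dC); started with 200 nM TAMRA/BHQ-2 forked duplex and 2 mM ATP. Unwinding read as fluorescence (525/598 nm), two reads 2 h apart.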
LMNA splice mod: qHTS Assay for Modulators of Lamin A Splicing; HeLa LMNA splicing GFP/RFP minigene ratio, 48 h; Potency, µM (highest dose often 46.1 µM), inactives show top-dose ratio change, negative = inhibition, usual class: inhibitors; hit rate 0.01% among 200,000; active = well fitted inhibition curve with a large enough effect in the signal ratio, with a control signal flat, not every such curve was filed as active; inconclusive = small, poorly fitted or top-dose-only effect, or effect the other way, or a change in a side signal; the % refers to the signal ratio; also: % is scaled to controls: 0 for no effect and ±100 for the full control effect
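S3 HeLa cells stably expressing lamin A-EGFP splicing minigene plus DsRed2, 600 cells/well, 48 h compound exposure at 37C. Laser-scanning cytometry; analysed as GFP (500-530 nm)/RFP (575-640 nm) total intensity ratio; 0.5% DMSO vehicle.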
GoLoco inh red: qHTS Assay for Inhibitors of RGS12 GoLoco Motif Activity (Red Fluorophore); Guanine nucleotide-binding protein G(i) subunit alpha-1 (Homo sapiens), P63096; Gai1:RGS12 GoLoco peptide FP, rhodamine, 10 min; Potency, µM (series often up to 61.6 µM), without a hit: at the top dose activity, negative = inhibition, hits mostly inhibitors; hit rate 0.44% among 230,000; AID 880, 2007; active = well fitted inhibition curve with a large enough effect, not every such curve was filed as active; inactive = no such curve, though single readings can be large or run the other way; also: % is scaled to controls: 0 for no effect and ±100 for the full control effect; nearly all actives have a fitted effect of over 30% in size; many of its hits are not listed in these tables
Target sequence (P63096 whole entry, looked up): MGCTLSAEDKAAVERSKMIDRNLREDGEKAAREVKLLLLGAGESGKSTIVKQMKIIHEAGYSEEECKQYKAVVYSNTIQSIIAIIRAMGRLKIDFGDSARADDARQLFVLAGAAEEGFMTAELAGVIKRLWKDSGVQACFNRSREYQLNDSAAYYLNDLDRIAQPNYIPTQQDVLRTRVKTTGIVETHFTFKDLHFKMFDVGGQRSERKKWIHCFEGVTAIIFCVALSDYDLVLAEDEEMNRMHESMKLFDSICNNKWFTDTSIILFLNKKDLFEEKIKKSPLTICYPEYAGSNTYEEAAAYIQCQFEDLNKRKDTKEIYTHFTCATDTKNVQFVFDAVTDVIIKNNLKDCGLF
The depositor's hits bear a star; i = inactive; u = inconclusive; x = not tested or not shown; & = joins results of further samples; [ ] = remark or other dose. Unless noted, calls follow the shape of the dose curve; as a rule, active = well fitted curve in the direction sought with a large enough effect; inconclusive = small, poorly fitted or top-dose-only effect, or another doubt; inactive = no such curve, though single readings can be large; an effect the other way counts as inactive or inconclusive. Potency is read from the fitted curve at half-maximal effect.

SMILES	ALDH1A1 block	SMN2 splice enh	TRb SRC2 PPI	TR SRC2 fluor cs	KDM4E inh	RECQ1 helicase	LMNA splice mod	GoLoco inh red
Oc1cc2c(cc1O)[C@@H](c1ccccc1)CNCC2	3%	-29%	2%	0%	13%	-14%	11%	13µM*
O=C(NNC(=S)Nc1ccc(Cl)c(Cl)c1)c1ccccn1	3.2µM*	-57%[inhibitor]	-6%	-7%	-3%	i	x	-13%
O=C(N/N=C/c1cccs1)c1c[nH]c2ccccc12	-3%	11µM*	1%	-3%	1%	0%	-17%	-7%
COc1ccc(Cl)cc1NC(=O)Cn1c(NCCO)nc2ccccc21	-3%	13%	4%	-5%	6%	-1%	-7%[46 µM]	3%
COc1ccc(C(=O)NNC(=O)CSc2nc3c(c(=O)n(C)c(=O)n3C)n2C)cc1	-1%	x	1%	-3%	12%	-18%	12%[46 µM]	2%
CCOc1ccc(OCC)c(NC(=O)CSc2nc3c(c(=O)n(C)c(=O)n3C)n2CC)c1	4%	-24%	6%	-5%	-2%	-5%	3%	3%
O=C(N/N=C/c1ccc[nH]1)c1ccncc1	-1%	-24%	-6%	0%	-20%	3%	x	12%
COc1ccc(OC)c(NC(=O)CSc2nc3ccccc3cc2Cc2ccccc2)c1	1%	-10%	2%	-4%	5%	i	-3%	1%
Cc1ccc(S(=O)(=O)N2CCCCCC2)cc1[N+](=O)[O-]	-11%	-20%	6%	-1%	3%	-1%	-5%	5%
COc1ccc(CCNC(=O)CCS(=O)(=O)c2cccc3nsnc23)cc1OC	-10%	12%	-6%	-2%	-5%	-3%	-13%	1%
COc1ccc(N2CCN(c3nc4c(c(=O)[nH]c(=O)n4C)n3Cc3cccc(C)c3)CC2)cc1	i	-19%	-14%	-4%	2%	5%	-3%	-4%
O=C(NS(=O)(=O)Oc1cccc(Cl)c1Cl)OC[C@@H]1CCCN2CCCCC12 (stereo partly drawn)	13%	-15%	5%	-4%	3%	-4%	-9%	-5%
CCc1ccc(NC(=O)CSCCN2C(=O)c3ccccc3C2=O)cc1	u	-6%	1%	2%	10%	-2%	-8%	3%
O=C(Nc1ccc(N2CCCC2)c(Cl)c1)c1ccc([N+](=O)[O-])cc1	5%	4%	0%	0%	7%	-10%	-7%	-17%
Nc1ccn([C@@H]2O[C@H](CO)[C@@H](O)C2O)c(=O)n1 (stereo partly drawn)	2%	x	-13%&-3%	u	4%	-10%	u	5%&9%
Cc1ccc2c(c1)N(CCC(=O)NCC1CCCO1)C(=O)CO2 (stereo not drawn)	5%	-1%	1%	1%	-4%	16%	10%	4%
COc1cccc(NC(C)C(=O)N2CC(C)OC(C)C2)c1 (stereo not drawn)	-5%	-2%	-12%	0%	-5%	i	10%	8%
O=C(NCc1ccccc1)c1ccc(/C=N/O)nc1	-11%	-2%	-4%	-2%	12%	-4%	10%	-1%
CC(C)Cn1c(N)c(C(=O)COC(=O)CN2C(=O)C3CC=CCC3C2=O)c(=O)n(C)c1=O (stereo not drawn)	u	-55%[inhibitor]	-8%	2%	4%	-3%	x	9%
COc1ccc(CN2CCN(C(=O)C3CCC(CNS(=O)(=O)c4ccccc4)CC3)CC2)c(OC)c1OC (stereo not drawn)	14µM*	-46%[inhibitor]	0%	0%	-1%	10%	x	1%

By substructure, the compounds so far containing a Cl atom
SMILES	ALDH1A1 block	SMN2 splice enh	TRb SRC2 PPI	TR SRC2 fluor cs	KDM4E inh	RECQ1 helicase	LMNA splice mod	GoLoco inh red
O=C(NNC(=S)Nc1ccc(Cl)c(Cl)c1)c1ccccn1	3.2µM*	-57%[inhibitor]	-6%	-7%	-3%	i	x	-13%
COc1ccc(Cl)cc1NC(=O)Cn1c(NCCO)nc2ccccc21	-3%	13%	4%	-5%	6%	-1%	-7%[46 µM]	3%
O=C(NS(=O)(=O)Oc1cccc(Cl)c1Cl)OC[C@@H]1CCCN2CCCCC12 (stereo partly drawn)	13%	-15%	5%	-4%	3%	-4%	-9%	-5%
O=C(Nc1ccc(N2CCCC2)c(Cl)c1)c1ccc([N+](=O)[O-])cc1	5%	4%	0%	0%	7%	-10%	-7%	-17%

Remaining list, next part:
SMILES	ALDH1A1 block	SMN2 splice enh	TRb SRC2 PPI	TR SRC2 fluor cs	KDM4E inh	RECQ1 helicase	LMNA splice mod	GoLoco inh red
CC(C)(CNc1ccc([N+](=O)[O-])cc1Cl)CNS(C)(=O)=O	u	-17%	-17%	-5%	-1%	i	u	-23%
CC(=O)N1CCc2cc(Br)cc(S(=O)(=O)NCCCN3CCCC(C)C3)c21 (stereo not drawn)	1%	11%	4%	-3%	5%	-1%	4%	-5%
O=C(c1cccc(F)c1)N1CCN(c2ccc([N+](=O)[O-])c(N3CCOCC3)c2)CC1	7.9µM*	-12%	3%	0%	0%	-6%	2%	8%
CCCS(=O)(=O)n1nc(-c2ccc(C)cc2)cc1N	14%	13%	-6%	0%	1%	-13%	-2%	-1%
COc1ccc(Cc2nc(-c3cccnc3)no2)cc1OC	u	x	-10%[53 µM]	0%[53 µM]	5%	i	x	-1%
c1ccc(Cc2nn3c(-c4ccncc4)nnc3s2)cc1	22µM*	5%	-13%	1%	6%	-11%	12%	0%
CC(C)Nc1nc(-c2ccccc2)nc(-n2ccnc2)n1	3%	-11%	-4%	0%	-4%	i	9%	-6%
Cc1ccccc1OCC(=O)NC1=NCCS1	-11%	13µM*	-16%	1%	20%	-12%	12%	45%[activator]
COc1cccc(C2SCC(=O)N2c2ccc(Cl)cc2)c1OC (stereo not drawn)	-8%	-12%	6%	-2%	-2%	3%	-2%	1%
O=C(NC1=NCCS1)c1cccc(S(=O)(=O)N2CCc3ccccc32)c1	u	-19%	-8%	-3%	-6%	i	-19%[46 µM]	11%
O=C(c1ccc(S(=O)(=O)N2CCOCC2)cc1)N(Cc1ccco1)Cc1cccs1	-5%	-14%	2%	2%	0%	i	u	4%
CC1=C(/C=C/C(C)=C/C=C/C(C)=C/C=C/C=C(C)/C=C/C=C(C)/C=C/C(=O)[C@]2(C)C[C@@H](O)CC2(C)C)C(C)(C)C[C@H](O)C1	-2%	x	3%	-22%	x	i	x	8%
Cc1ccc(-n2nccc2-c2nn(-c3cccc(C(F)(F)F)c3)c(=O)n(C)c2=O)cc1	-1%	-1%	2%	-1%	4%	i	-20%[46 µM]	6%
O=C(Nc1nc2ccccc2[nH]1)c1ccc(Br)o1	3%	13µM*	-3%	-2%	-14%	i	3%[46 µM]	14%
CCN(CC)CCn1c2ccc(Cl)cc2c2nc(C)sc21	-1%	24%	4%	0%	7%	i	-9%	4%
CC(C)Oc1ccc(S(=O)(=O)N(C(C)C)C(C)C)cn1	u	9%	6%	-1%	-5%	-7%	-1%	6%
O=S(=O)(Cc1ccccc1)N1CCc2ccccc21	u	-5%	16%	6%	6%	-2%	-10%	326%[activator]
CN(C1CCCCC1)S(=O)(=O)c1ccc(S(=O)(=O)N2CCN(CCC#N)CC2)cc1	4%	-2%	-1%	0%	9%	-5%	-8%	1%
Cc1cc(C)n(-c2ccc([N+](=O)[O-])cc2-c2nn[nH]n2)n1	-5%	-15%	-1%	-1%	-10%	-11%	3%[46 µM]	1%
CCCCOC(=O)N/N=C/C=C/c1ccccc1	7%	x	5%	-7%	-2%	-1%	-11%	x
NS(=O)(=O)c1cccc(NC(=O)CSc2nnc(C3CC3)n2Cc2ccccc2)c1	x	x	-2%	-3%	-7%	8%	x	5%
CCC(=O)OC1(C#CCOc2ccc(OC)cc2)CCN(C)CC1	2%	25%	-14%	4%	3%	-5%	4%	-1%
O=S(=O)(c1ccc(F)cc1)N1CCN(c2ccc(-c3ccccc3)nn2)CC1	4%	16%	-1%	-1%	15%	i	15%[46 µM]	4%
CCOc1ccc(OCC(=O)Nc2ccc(S(N)(=O)=O)cc2)cc1	-8%	-3%	-5%	-1%	-2%	-1%	x	0%
CSC1=NCCN1S(=O)(=O)c1ccc(NC(C)=O)cc1	6%	5%	-1%	2%	12%	i	-18%[46 µM]	5%
Cc1ccc(S(=O)(=O)N(C)C)cc1NC(=S)N1CCCCC1CO (stereo not drawn)	u	-42%[inhibitor]	-2%	-1%	7%	-1%	-4%[9.22 µM]	4%
COc1ccc(CCNC(=S)NC2CCN(Cc3ccccc3)CC2)cc1	u	-42%[inhibitor]	1%	2%	2%	-2%	x	-5%
Cc1ccc(NC(=O)CC(=O)NCCN2CCOCC2)cc1	8%	-6%	-17%	0%	8%	-5%	1%	-2%
Cc1ccc([N+](=O)[O-])cc1S(=O)(=O)Nc1ccc(N2CCOCC2)cc1	-9%	-1%	0%	-3%	6%	i	x	0%
O=C(O)C1CCC[C@@H]2[C@@H]3CC(CN12)[C@@H]1CCCCN1C3 (stereo partly drawn)	3%	10%	5%	0%	7%	9%	x	2%
CSCCC(NS(=O)(=O)c1ccc(Cl)cc1)C(=O)OCC(=O)c1c(C)[nH]c2ccccc12 (stereo not drawn)	-2%	-104%[inhibitor]	-1%	2%	-8%	-1%	u	14%
FC(F)(F)c1ccncc1-c1nnnn1-c1ccc(Cl)cc1	x	x	-10%	-8%	-2%	-11%	x	3%
Clc1ccc(/C=N/Nc2nc(Cl)nc3ccccc23)cc1	-9%	29%	2%	-2%	-12%	-9%	17%	15%
O=C(Cc1cccs1)N1CCN(c2ccc([N+](=O)[O-])cc2)CC1	25µM*	-70%[inhibitor]	2%	-3%	-1%	-18%	x	18%
Cc1ccccc1-c1nsc(SCC(=O)c2ccc(Cl)cc2)n1	-9%	10%	11%	-5%	7%	-5%	1%	12%

This is a subset; rates above refer to the full screens.
